M1 ag: agonists of M1 muscarinic receptor. CHO-M1 cells, Fluo-4 calcium fluorescence, agonist mode; stronger effect = higher value. 64,000 tested, 3% active. B-score at 10 µM;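 active = fluorescence rise, raw or as B-score row- and column-corrected plate score, outside the 99.7% band of its plate's samples, either direction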
HEK293 NFkB inh: inhibitors of the PMA/ionomycin-induced NF-kB reporter in HEK293 cells | 62,000 tested, 0.21% active | AID 465 | inhibition, % at 3 µM | HEK-293 NF-kB luciferase reporter, luminescence;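 active = inhibition above the mean of all tested compounds plus 3 SD, cut at about 40% in these data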;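 note: 0% = stimulated DMSO wells and 100% = 10 µM reference inhibitor 5653914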
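Timing: 1 h pretreatment, 16 h stimulation, 37 °C; system: HEK-293 cells with stable firefly luciferase reporter driven by four HIV NF-kB elements; doses: 3 µM once, 0.30% DMSO; measured by: luciferase luminescence; control set: DMSO and 10 µM reference inhibitor; repeats: single test; reagent: PMA plus ionomycin mix as NF-kB-activating stimulus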
M1 antag: antagonists of rat M1 muscarinic receptor; P08482; CHO-M1 cells, Fluo-4 calcium, ACh EC80 antagonist mode; stronger effect = lower value; B-score at 10 µM; 64,000 tested, 3.4% active;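 active = calcium fluorescence response, raw or row-and-column corrected B-score, differing from the plate sample mean either way at a set confidence level, mostly lower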
Target sequence (P08482 whole entry, looked up): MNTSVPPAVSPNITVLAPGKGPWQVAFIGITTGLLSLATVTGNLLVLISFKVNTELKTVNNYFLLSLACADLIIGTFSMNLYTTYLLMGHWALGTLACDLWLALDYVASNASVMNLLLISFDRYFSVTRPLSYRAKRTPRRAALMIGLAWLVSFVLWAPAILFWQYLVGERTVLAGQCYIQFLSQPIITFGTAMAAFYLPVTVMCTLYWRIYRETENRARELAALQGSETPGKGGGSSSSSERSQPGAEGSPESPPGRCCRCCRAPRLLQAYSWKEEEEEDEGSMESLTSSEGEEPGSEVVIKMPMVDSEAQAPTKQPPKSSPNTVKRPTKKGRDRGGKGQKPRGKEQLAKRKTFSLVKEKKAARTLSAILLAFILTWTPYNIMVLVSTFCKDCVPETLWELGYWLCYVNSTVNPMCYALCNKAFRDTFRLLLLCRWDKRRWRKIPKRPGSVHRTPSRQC
NADH coupling: inhibition of NAD/NADH coupling enzymes, library profiling. coupled PK/LDH NADH assays, four targets. IC50, µM (titrated, usually from 10 µM), inactives show top-dose inhibition. 65,000 tested, 0.02% active;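 active = single-dose screening hits from any of four coupled enzyme assays that gave an IC50 when retested across doses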;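 note: the DPM-DC format reads NADH fluorescence rather than 340 nm absorbance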
Jurkat tox 60K: reduces viability or proliferation of Jurkat cells | Jurkat E6.1 viability, ATP luminescence, 48 h | inhibition, % at 4 µM | 56,000 tested, 1.2% active;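 active = inhibition above the mean inhibition of all tested compounds plus 3 SD, cut at about 28% in these data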
Ecoli tolC: growth inhibitors of E. coli BW25113 tolC mutant; OD615; growth inhibition, % at 10 µM (by protocol); 65,000 tested, 2.2% active; AID 573;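 active = growth inhibition at or above a cutoff equal to the mean over every tested compound plus 3 SD, cut at about 60% in these data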;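 note: growth measured after 20 h incubation at 37 °C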
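Test system – E. coli BW25113 ΔtolC::kan, tolC deletion mutant strain · Detection – OD at 615 nm · Buffer or medium – LB with kanamycin 50 µg/mL · Times – 20 h compound exposure of bacteria at 37 °C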
SF1 activator: activates the human nuclear receptor SF-1. Q13285. CHO-K1 Gal4-SF-1 LBD luciferase reporter; % increase over DMSO SF-1-specific signal. activation, % at 10 µM. 65,000 tested, 1.9% active;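 active = activation above the mean activation of all tested compounds plus 3 SD, cut at about 50% in these data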
Target sequence (Q13285 whole entry, looked up, the tested form may be a part): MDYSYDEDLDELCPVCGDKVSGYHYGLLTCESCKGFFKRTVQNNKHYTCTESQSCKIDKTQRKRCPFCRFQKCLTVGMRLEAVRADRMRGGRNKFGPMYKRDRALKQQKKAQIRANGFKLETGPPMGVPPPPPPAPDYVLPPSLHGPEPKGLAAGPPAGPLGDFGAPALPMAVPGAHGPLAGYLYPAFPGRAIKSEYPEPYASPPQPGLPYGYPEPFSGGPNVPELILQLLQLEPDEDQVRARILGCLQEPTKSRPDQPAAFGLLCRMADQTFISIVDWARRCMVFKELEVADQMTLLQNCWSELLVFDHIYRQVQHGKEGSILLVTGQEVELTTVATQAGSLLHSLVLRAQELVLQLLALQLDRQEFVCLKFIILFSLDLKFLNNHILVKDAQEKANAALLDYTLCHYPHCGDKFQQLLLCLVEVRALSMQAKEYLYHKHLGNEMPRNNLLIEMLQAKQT
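Assay system – CHO-K1 cells with Gal4–hSF-1 LBD chimera plus Gal4-driven luciferase · Quantity – 4,000 cells per well · Times – compound added 1 h post-seeding, 20 h exposure at 37 °C, 5% CO2 · Measured by – luciferase light emission · Benchmarks – DMSO and mock-transfected background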
D1 mod: D1 dopamine receptor (human) allosteric modulation; B-score at 10 µM; HEK293 D1, CRE-luciferase, dopamine EC30 potentiation; actives deviate in either direction; 58,000 tested, 5.9% active; P21728; AID 641;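 active = luminescence count or its row- and column-corrected plate score outside the 99.7% band of the plate's sample wells, on either side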
TNAP act DEA: human TNAP activation, intermediate phosphate acceptor | P05186 | purified TNAP, CDP-star luminescence, 100 mM DEA, 30 min; stronger effect = higher value; scale: 0 levamisole-inhibited, 1 vehicle-only enzyme | activation factor at 20 µM | 64,000 tested, under 10 active;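 active = activation factor of at least 2 at 20 µM, relative to controls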
The depositor's hits bear a star; nt = no result given; & = joins results of further samples; [ ] = dose if it differs, or a comment. These rows are one share of the data, so the mix of outcomes need not match the whole.

SMILES | M1 ag | HEK293 NFkB inh | M1 antag | NADH coupling | Jurkat tox 60K | Ecoli tolC | SF1 activator | D1 mod | TNAP act DEA
O=C(Cn1nc(Cc2cccnc2)c2ccccc2c1=O)N1CCC2(CC1)OCCO2 | 0.0639 | 15.0 | -0.00894 | 2.0% | 6.4 | -13.7 | 15.1 | nt | 0.9
COC(=O)c1cc(COc2cc(C)cc3oc(=O)c4c(c23)CCC4)c(C)o1 | -0.649 | 11.1 | 1.34 | 4.0% | -6.6 | -13.9 | 3.3 | 0.695 | 1
COCCOC(=O)c1c(N)n(Cc2ccco2)c2nc3ccccc3nc12 | 1.3 | nt | -0.146 | 9.0%[fluoresces] | nt | 12.8 | 13.9 | 0.394 | 1
O=C(CN1CC(c2ccccc2)CC1=O)Nc1ccccc1 (stereo not drawn) | -0.00318 | 1.2 | 1.09 | 10.0% | -2.5 | 2.5 | 3.7 | -0.618 | 1
Cc1nn(-c2ccccc2)c2c1CC1(C(=O)N(C)C(=O)N(C)C1=O)C1CCCCN21 (stereo not drawn) | -0.642 | -1.9 | 0.796 | 2.0% | -2.1 | -1.1 | -5.8 | 1.28 | 0.9
COc1ccc(Cn2c(N)c(C(=O)NCc3ccco3)c3nc4ccccc4nc32)cc1OC | -0.524 | 20.7 | 0.0293 | 7.0%[fluoresces] | -0.9 | -1.7 | -10.4 | 1.71 | 1
COc1ccc(OC)c(N2C(=O)NC(=O)C(CCc3ccncc3)(CCc3ccncc3)C2=O)c1 | 1.5 | 16.3 | 1.58 | 1.0% | -5.8 | -4.2 | -0.2 | -0.167 | 0.8
CN(C)CCN=Cc1c(O)n(-c2cccc(C(F)(F)F)c2)c(=O)[nH]c1=O | 0.0228 | 4.0 | -1.17 | 6.0% | -0.7 | -5.9 | 0.4 | -0.563 | 0.9
COc1ccccc1-n1c(O)c(C=Nc2c(C)n(C)n(-c3ccccc3)c2=O)c(=O)[nH]c1=O | 0.808 | -5.5 | -0.339 | 7.0% | 1.4 | 4.6 | 9.2 | -0.228 | 0.9
CCCCn1c(O)c(C(CC)=NCCN2CCCCC2)c(=O)[nH]c1=O | -0.122 | 13.0 | -0.542 | 10.0% | 4.6 | -18.8 | 9.2 | -0.152 | 0.9
CCCCc1nc(N2CCNCC2)c(C#N)c2c1CSC(C)(C)C2 | -0.324 | nt | -9.75* | 6.0% | nt | 2.4 | -0.5 | nt | 0.9
O=C1C2CCCN2C(c2ccncc2)N1c1ccc(Cl)c(Cl)c1 (stereo not drawn) | -0.157 | 10.0 | 0.188 | 3.0% | -6.0 | -0.8 | -0.2 | -1.21 | 1
O=c1c2ccccc2nc(-c2ccco2)n1-c1ccncc1 | -0.178 | -10.0 | -1.32 | 9.0% | 6.9 | 7.3 | -21.8 | 2.69 | 1
O=C(C1CCCO1)N1CCC2(CC1)OCCO2 (stereo not drawn) | 2.14 | 11.1 | 0.215 | 5.0% | -8.9 | -11.2 | -3.0 | nt | 0.9
O=C(c1ccc2nc(-c3ccco3)c(-c3ccco3)nc2c1)N1CCC2(CC1)OCCO2 | 0.706 | 15.2 | -0.239 | 5.0% | 5.5 | 4.1 | 4.8 | 1.06 | 0.8
Cn1nc(-c2ccc(OCC(=O)N3CCN(Cc4ccccc4)CC3)cc2)c2ccccc2c1=O | 5.4* | 29.7 | -2.01* | 6.0%&3.0% | 58.4* | 27.0&22.1 | -30.8 | 0.752 | nt
CC(c1ccc(F)cc1)n1cc(C(=O)NCc2ccc3c(c2)OCO3)nn1 (stereo not drawn) | -0.426 | 6.2 | -0.0641 | 2.0% | nt | 3.3 | -6.5 | 0.231 | 1
CCN(CC)S(=O)(=O)c1ccc(N=Cc2c(O)n(-c3ccccc3)c(=O)[nH]c2=O)cc1 | -0.249 | 11.4 | -0.331 | 2.0% | -2.4 | -21.1 | -0.3 | -0.237 | 1
Nc1ccccc1C(=O)OC1CSC1 | 0.239 | 0.4 | -6.21* | 1.0%[fluoresces] | -2.2 | -13.4 | 29.9 | 0.213 | 0.9
COc1cc(CN2CC3CC(C2)c2cccc(=O)n2C3)cc(OC)c1OC (stereo not drawn) | 0.285 | 19.4 | -1.12 | 4.0% | -9.6 | -8.6 | -20.5 | -0.326 | 1
COc1ccc(-n2c(O)c(C(C)=NCCN3CCNCC3)c(=O)[nH]c2=O)cc1 | nt | -1.8 | nt | 7.0% | -8.0 | -12.3 | -6.6 | -1 | 0.9
C1CNC2NCCNC2N1 (stereo not drawn) | 0.273 | 4.4 | 0.792 | 4.0% | -1.7 | -5.2 | 14.3 | 1.22 | 0.9
CN(C)C(=O)Oc1ccc(-c2nnco2)cc1 | 0.099 | 11.3 | 1.62 | 7.0% | 2.8 | 8.6 | -29.4 | -0.238 | 0.9
C=CCn1c(O)c(C(C)=Nc2cc(OC)ccc2OC)c(=O)[nH]c1=O | 0.142 | 5.0 | -0.00932 | 3.0% | -0.4 | -25.5 | -13.4 | 0.556 | 0.9
CCC(=NCc1ccc(F)cc1)c1c(O)n(C)c(=O)n(C)c1=O | -0.257 | 26.1 | -1.94 | 6.0% | 24.0 | 5.0 | -13.9 | 0.994 | 0.9

(further entries)
SMILES | M1 ag | HEK293 NFkB inh | M1 antag | NADH coupling | Jurkat tox 60K | Ecoli tolC | SF1 activator | D1 mod | TNAP act DEA
CCCCn1c(O)c(C(CC)=NCc2ccc3c(c2)OCO3)c(=O)[nH]c1=O | 4.27* | 21.8 | -0.799 | 6.0% | 7.9 | 13.9 | -8.2 | 7.36* | 0.9
COc1ccc2c(c1)CC1(CN2C)C(=O)NC(=O)N(c2ccc(F)cc2)C1=O (stereo not drawn) | -0.0467 | 18.4 | -0.681 | 6.0% | -0.5 | -15.2 | 13.7 | -1.03 | 0.9
COc1cc(OC)c(OC)cc1CNCCc1ccc(OC)c(OC)c1 | 0.192 | 10.4 | -0.368 | 14.0% | -5.7 | -11.2 | 3.0 | -1.13 | 0.9
O=C(c1cc2c(s1)-c1ccccc1OC2)N1CCC2(CC1)OCCO2 | -0.246 | -36.7 | -1.57 | 3.0%[fluoresces] | 38.0* | 20.9 | 61.2* | -1.56 | 0.9
O=C(Nc1ccccc1OC(=O)N1CCOCC1)N1CCOCC1 | -0.104 | 11.7 | 1.83 | 3.0% | 6.7 | -2.0 | 10.6 | 1.02 | 0.8
O=S1(=O)CC2(N3CCOCC3)CCCCC21 (stereo not drawn) | -0.332 | 2.8 | 0.357 | 0.0% | -5.0 | -5.6 | -2.5 | 0.404 | 0.9
CCOC(=O)C1=C(C)OC(N)=C(C#N)C12C(=O)Nc1ccc(C)cc12 (stereo not drawn) | 0.0314 | 18.7 | -0.767 | 1.0% | 10.0 | -13.2 | -2.1 | -0.654 | 1
CC1CCC(NCCc2ccc3c(c2)OCO3)CC1 (stereo not drawn) | -0.193 | 3.2 | -5.22* | 16.0% | -3.7 | 6.6 | 17.1 | 0.317 | 0.8
CCCc1[nH]nc2c1C1(C(=O)N(CC(N)=O)c3ccccc31)C(C(=O)OC)=C(N)O2 (stereo not drawn) | 1.77 | -2.5 | 2.29* | 7.0% | 1.4 | -31.2 | 6.2 | 0.0137 | 0.9
O=C(CN1C(=O)CN=C(c2ccccc2Cl)c2cc(Cl)ccc21)NCc1ccco1 | -0.379 | 14.3 | 0.285 | 2.0% | 2.3 | 2.0 | -21.9 | -1.16 | 1
COc1ccc(C2SCC(=O)Nc3c2c(=O)[nH]n3C2CCCCCC2)cc1OC (stereo not drawn) | -0.349 | 11.4 | 0.379 | 2.0% | nt | 0.3 | 4.8 | 0.918 | 0.8
COc1ccc(CC2C(=O)NC(=O)NC2=O)c(OC)c1 | -0.126 | 7.4 | 0.0835 | 4.0% | -1.3 | -12.3 | 9.2 | -0.0741 | 0.9
Cc1onc(-c2ccccc2)c1C(=O)N1CCC2(CC1)OCCO2 | 0.647 | 1.7 | 0.516 | 4.0% | -3.2 | -8.3 | 1.1 | 0.33 | 1
COC(=O)C1=C(N)Oc2c(c(=O)oc3ccccc23)[C@]12C(=O)N(C)c1ccccc12 | 1.17 | 17.0 | 0.95 | 5.0% | 1.5 | 7.1 | -6.4 | 0.182 | 0.8
N=c1n(CCO)c2ccccc2n1Cc1ccccc1 | 0.0992 | 10.3 | -0.0925 | 3.0% | -8.9 | -10.5 | -4.6 | -0.958 | 0.9
CC(=NCc1cccnc1)c1c(O)n(C2CCCCC2)c(=O)[nH]c1=O | -0.0841 | 12.4 | 0.342 | 5.0% | -1.8 | -7.9 | 0.0 | 5.96* | 0.9
CC(=O)C1=C(C)OC(N)=C(C(=O)OC(C)C)C12C(=O)Nc1ccccc12 (stereo not drawn) | 0.211 | 5.0 | 0.0383 | 1.0% | -5.5 | -9.4 | 5.9 | -0.301 | 1
CCCC[n+]1cc(/N=C(\[O-])OC)on1 | 0.612 | 9.0 | 1.02 | 1.0% | 11.9 | -15.3 | 5.7 | nt | 0.9
CC(=NCc1ccc(F)cc1)c1c(O)n(C)c(=O)n(C)c1=O | -0.985 | 29.3 | 0.102 | 3.0% | 12.0 | -23.6 | 0.1 | nt | 1
CNCCc1nc(N)n[nH]1 | -0.453 | nt | 0.45 | 3.0% | nt | 12.1 | -0.7 | -0.842 | 0.9
CN1CCN(Cc2nc3ccccc3n2C)CC1 | 0.356 | 13.9 | -0.764 | 1.0% | 4.1 | -21.6 | -2.4 | 0.00874 | 0.9
CN(C)CCc1nn[nH]n1 | -0.156 | nt | 0.345 | 0.0% | nt | 4.2 | 4.4 | nt | 0.9
O=C(O)CP(=O)(O)c1ccc(Cl)cc1 | -0.0441 | nt | 0.608 | 3.0% | nt | -17.9 | nt | -0.859 | 1
O=C1C2CCN(CC2)C1Cc1ccc(OCCOc2ccccc2)cc1 (stereo not drawn) | 0.228 | 8.5 | -0.475 | 2.0% | 2.0 | -4.7 | -4.6 | -0.393 | 1
OCCNc1c2c(nc3ccccc13)CCCC2 | 1.17 | 12.4 | 1.34 | 3.0% | 2.3 | -20.3 | -16.4 | -1.92 | 0.9
Cc1cccc(N2CCc3c2nc2ccccc2c3N)c1 | -0.785&-0.395 | 9.7&12.6 | -0.9&-0.281 | 0.0%&3.0%[fluoresces] | -0.7&1.6 | 8.3&15.6 | -5.8&0.1 | -1.8&-2.89 | 0.9&0.8
O=C1NC(=O)C(CCc2ccncc2)(c2ccccc2)C(=O)N1 | -0.721 | 14.8 | 0.457 | 0.0% | 0.9 | -19.2 | -5.8 | -2.02 | 1

Entries of single compounds from above. Values in the order: M1 ag | HEK293 NFkB inh | M1 antag | NADH coupling | Jurkat tox 60K | Ecoli tolC | SF1 activator | D1 mod | TNAP act DEA
O=C(Nc1ccccc1OC(=O)N1CCOCC1)N1CCOCC1 is entered as -0.104 | 11.7 | 1.83 | 3.0% | 6.7 | -2.0 | 10.6 | 1.02 | 0.8
Cn1nc(-c2ccc(OCC(=O)N3CCN(Cc4ccccc4)CC3)cc2)c2ccccc2c1=O is entered as 5.4* | 29.7 | -2.01* | 6.0%&3.0% | 58.4* | 27.0&22.1 | -30.8 | 0.752 | nt
CN(C)CCc1nn[nH]n1 is entered as -0.156 | nt | 0.345 | 0.0% | nt | 4.2 | 4.4 | nt | 0.9
CN1CCN(Cc2nc3ccccc3n2C)CC1 is entered as 0.356 | 13.9 | -0.764 | 1.0% | 4.1 | -21.6 | -2.4 | 0.00874 | 0.9
